Growth percent in the NCI-60 one-dose screen (48 h, 10 µM unless noted): 100 = growth as untreated, 0 = no growth, -100 = all killed.
EKVX – EKVX NSCLC | 71,000 tested, 3% active
HOP-62 – HOP-62 NSCLC; 80,000 tested, 3.9% active; AID 1794735
M14 – M14 melanoma. AID 1794745. 80,000 tested, 6.2% active
A549/ATCC – A549/ATCC NSCLC; 81,000 tested, 3.7% active; AID 1794740
UACC-257 – UACC-257 melanoma. 78,000 tested, 4.4% active
UACC-62 – UACC-62 melanoma; 81,000 tested, 5.4% active; AID 1794756
HOP-92 – HOP-92 NSCLC cells; 71,000 tested, 6.3% active
MALME-3M – MALME-3M melanoma; 78,000 tested, 5.8% active; AID 1794766
An asterisk follows results filed as active; . = no result given; & = joins results of further samples. How the source made its calls: active means growth percent below 10; inactive means the rest.

SMILES	EKVX	HOP-62	M14	A549/ATCC	UACC-257	UACC-62	HOP-92	MALME-3M
COC(=O)/C=C1\Sc2ccc(Cl)cc2NC1=O	102	108	94	98	106	91	101	109
NCCCNc1nc2ccc(Cl)cc2c2c(=O)c3cc(F)ccc3sc12	81	82	55	58	98	97	30	103
CN1CCCN(C(c2ccccc2)c2ccc(Br)cc2)CC1 (stereo not drawn)	67	77	-8.6*	88	91	.	26	63
CCOC(=O)C1=C(c2ccccc2)NC(=O)NC1CN1C(=O)c2ccccc2C1=O (stereo not drawn)	130	.	.	127	112	98	73	71
O=C1CCCC1=P(c1ccccc1)(c1ccccc1)c1ccccc1	107	106	106	97	111	95	88	114
CC(C)CCC[C@@H](C)C1CCC2C3CCC4=C/C(=N/OCCN(C)C)CC[C@]4(C)C3CC[C@@]21C (stereo partly drawn)	95	81	93	78	97	85	50	91
O=C(CCNC(=O)OCc1ccccc1)NC(CSCc1ccccc1)C(=O)O (stereo not drawn)	.	98	104	94	81	107	120	94
Nc1ccc2c(c1)Cc1cc(Cl)c(Cl)cc1-2	48	86	-9.6*	59	77	63	68	.
O=C1NC(=O)C(=NC2C(=O)NC(=O)NC2=O)C(=O)N1	.	110	115	106	99	108	103	102
Nc1ccc(Nc2ccccc2)c(S(=O)(=O)O)c1	95&101	84&112	100&100	93&110	97&103	104&92	79	103&97
Cc1ccc(Cl)cc1NN	91	65	74	81	82	33	68	96
NC(CCCCOc1ccccc1)C(=O)O (stereo not drawn)	108	101	108	102	108	109	111	112
COc1cc(/C=C2\Oc3cc(OCC(=O)c4ccccc4)ccc3C2=O)cc(OC)c1OC	108	2.4*	125	118	132	97	.	114
COc1ccc(-c2nc3sccn3c2-c2ccnc(NCCCNS(=O)(=O)c3ccc4ccccc4c3)n2)cc1	.	134	57	76	83	55	104	81
CCOC(=O)/C(C#N)=N\Nc1ccccc1	.	86	103	92	111	100	97	.
O=C(NNc1ccccc1)c1ccccc1	.	47&99	38&54	64&73	81&57	31&30	95&102	99
CC(=O)Nc1cccc(C(=O)C2=Cc3c(C)c4ccccc4n3Cc3cnnn32)c1	95	96	105	105	104	85	91	101
Cn1cc(C2OC(=O)c3ccccc32)c2ccccc21 (stereo not drawn)	90	87	87	94	85	78	.	84
N#Cc1cc(C#N)nc(Cl)n1	102	105	97	90	91	91	91	103
O=C(NC1CC1(c1ccccc1)c1ccccc1)c1ccccc1 (stereo not drawn)	80	.	103	87	101	90	77	91
O=C(N/N=C\c1ccc(Cl)cc1)c1ccc2nc(-c3ccc(Cl)cc3)[nH]c2c1	86	94	83	95	93	101	101	90
CCOC(=O)C1=C(c2ccccc2)N(C)C(=O)NC1c1ccc2c(c1)OCO2 (stereo not drawn)	97	105	109	96	105	88	99	91
Cc1[nH]c(C(=O)NCc2cccc(Cl)c2)c2c1C(=O)CCCC2	119	104	98	109	.	.	100	93
N#Cc1c(Cl)nc(SCc2ccccc2)nc1-c1ccc(Cl)cc1	102	103	108	108	100	91	.	88
O=C(c1ccccc1)C(CCc1ccccn1)CCc1ccccn1	107	93	94	98	109	86	.	82
BrC1[C@H](c2c[nH]c3ccccc23)c2c([nH]c3ccccc23)[C@H]1c1c[nH]c2ccccc12 (stereo partly drawn)	74	72	74	74	92	84	91	92
[2H]C([2H])([2H])Oc1ccc(/C=C/C(=O)/C=C(/C=C/c2ccc(OC([2H])([2H])[2H])c(OC([2H])([2H])[2H])c2OC([2H])([2H])[2H])OB(F)F)c(OC([2H])([2H])[2H])c1OC([2H])([2H])[2H]	89	86	61	84	53	57	74	57
COCCCN(Cc1cc(OC)c(OC)c(OC)c1)C(=S)Nc1cccc(SC)c1	.	90	107	95	.	76	.	97
CCCCCCCCCCCCNC(=O)[C@H]1CSC(c2ccc(OC)c(F)c2)N1 (stereo partly drawn)	-87*	-82*	-90*	-88*	-94*	-95*	-94*	-92*
COc1ccc(C=O)c(Br)c1O	96	92	97	98	103	99	84	99

Two compounds drawn at random from those above:
SMILES	EKVX	HOP-62	M14	A549/ATCC	UACC-257	UACC-62	HOP-92	MALME-3M
COc1ccc(C=O)c(Br)c1O	96	92	97	98	103	99	84	99
N#Cc1cc(C#N)nc(Cl)n1	102	105	97	90	91	91	91	103

Continuation.
SMILES	EKVX	HOP-62	M14	A549/ATCC	UACC-257	UACC-62	HOP-92	MALME-3M
CN1CCN=C1c1ccc(NC(=O)c2ccc(C(=O)Nc3ccc(C4=NCCN4C)cc3)cc2)cc1	89	98	96	101	.	92	83	81
COc1cc2c(c(OC)c1OC)C(=O)CC(c1cccc(C(=O)Nc3cccc(Br)c3)c1)O2 (stereo not drawn)	85	86	73	78	77	58	55	85
C/C(=C(/c1ccccc1)c1ccc(N2C(=O)c3cccc4c(N5CCN(c6ccccc6)CC5)ccc(c34)C2=O)cc1)c1ccccc1	80	89	92	102	103	90	81	94
c1ccc(Cc2nc3ccccc3[nH]2)cc1	116	95	101	103	107	83	58	99
CC(=O)N1C(CC(C)C)C(=O)N2C1N=NC21CCCC1 (stereo not drawn)	98	95	.	105	108	96	101	105
Cc1ccc(C(=O)Cc2nc(C#N)c(C#N)nc2CC(=O)c2ccc(C)cc2)cc1	73	84	93	90	95	78	87	90
CCn1c(O)c(/C=N/NC(=O)C(C)c2ccc(CC(C)C)cc2)sc1=S (stereo not drawn)	41	23	6.3*	22	52	46	40	64
CC(C)c1ccc(C(=O)OCc2ccccc2)cc1	98	98	93	75	85	97	86	97
CCOC(=O)c1cc(-c2cccnc2)nc2ccccc12	82	101	121	101	.	90	61	110
Nc1ccccc1C(=O)NCCNCCNCCNC(=O)c1ccccc1N	.	93	102	97	87	107	79	96
COc1cccc(-c2nc3sccn3c2-c2ccnc(NCCNS(=O)(=O)c3cccc4ccccc34)c2)c1	54	80	66	56	86	56	53	97
CCOC(=O)c1cn2c3c(c(C)cc(C)c3c1=O)C(=O)CC2	113	86	106	93	90	84	98	129
CC12c3ccccc3C(C)(c3ccccc31)C(NS(=O)(=O)c1ccc(Cl)c(Cl)c1)C2O (stereo not drawn)	82	97	95	89	108	79	75	116
O=C(Nc1ccnc2ccccc12)c1ccccc1CN1C(=O)c2ccccc2C1=O	93	90	101	100	104	95	77	89
COc1ccc(-c2cc(-c3cccs3)n(N=O)c(=O)c2C#N)cc1	115	94	116	100	101	95	64	127

Reprinted from the part before: four entries, followed by the next part.
SMILES	EKVX	HOP-62	M14	A549/ATCC	UACC-257	UACC-62	HOP-92	MALME-3M
CCOC(=O)c1cn2c3c(c(C)cc(C)c3c1=O)C(=O)CC2	113	86	106	93	90	84	98	129
CC12c3ccccc3C(C)(c3ccccc31)C(NS(=O)(=O)c1ccc(Cl)c(Cl)c1)C2O (stereo not drawn)	82	97	95	89	108	79	75	116
O=C(Nc1ccnc2ccccc12)c1ccccc1CN1C(=O)c2ccccc2C1=O	93	90	101	100	104	95	77	89
COc1ccc(-c2cc(-c3cccs3)n(N=O)c(=O)c2C#N)cc1	115	94	116	100	101	95	64	127
CS(=O)(=O)c1c(Nc2ccccc2)n[nH]c1N	116	109	113	96	105	92	85	124
O=C(/C=C/c1ccco1)c1cccc(Nc2nc(Nc3ccccc3)nc(Nc3ccccc3)n2)c1	78	86	92	20	101	80	49	110
COc1ccc2c(c1)O/C(=C\c1cccc(O)c1O)C2=O	82	89	90	66	100	72	95	75
COCO[C@@H]1C[C@]23CC[C@@H]4[C@](C)(COC(=O)NCc5ccc(OC)cc5)CCC[C@@]4(C)[C@@H]2CC[C@@]1(C)C3	56	88	76	69	63	74	.	80
COc1ccc(Cn2nc(-c3ccc(OC)c(OC)c3)c3c2CCc2cnoc2-3)cc1OC	89	101	108	89	105	89	57	135
Cc1ccn2c(NC(C)(C)CC(C)(C)C)c(-c3ccc(C)o3)nc2c1	86	100	90	87	.	72	66	85
COc1ccc(N=Nc2nccs2)c(O)c1	31	66	60	97	85	37	53	92
CCn1cc(C(=O)O)c(=O)c2cc(F)c(N3CCN(CC(=O)Nc4ccc(/C(C)=N/OC)cc4)CC3)cc21	96	89	99	96	91	91	85	103
O=C(NNc1nc2cc(F)cc(F)c2n2cccc12)c1ccncn1	7.7*	13	4.3*	13	5.2*	3.6*	67	28
CCCOc1ccccc1OCCC	106	109	108	99	101	98	120	104
c1ccc([C@H]2O[C@@H]2c2ccccc2)cc1	.	122	108	93	92	101	97	97
O=Cc1c(OCc2cnnn2CC(=O)Nc2ccc(Br)cc2)ccc2ccccc12	82	98	99	92	87	68	86	88
O=c1n(CCn2cnn(-c3ccccc3)c2=O)cnn1-c1ccccc1	102	81	88	95	96	96	94	100
N#C/C(=C\n1c(=S)[nH]c2ccccc21)c1nc2ccccc2s1	97	88	95	91	92	92	86	.
NNc1cc(Cl)ccc1Cl	92	99	108	98	103	103	.	126
C[C@]12C=CC(=O)C=C1CCC1C2C(=O)C[C@@]2(C)C1CC[C@]2(O)C(=O)CO (stereo partly drawn)	108	118	97	104	106	.	101	122
CCCCCCCC/C=C/CCCCCCCC(=O)OCCN1C(=O)c2ccccc2C1=O	.	92	105	99	102	104	89	104
CC(C)n1ncc2c(N)ncnc21	103	101	107	104	104	94	96	123
COc1ccc(C(=S)N2CCN(c3cccc(Cl)c3)CC2)cc1	93	98	101	92	-2.5*	85	95	138
O=C1NC(SCc2ccccc2)=N/C1=C/c1cccc(OCc2ccc(Cl)cc2)c1	103	108	93	73	92	85	94	107
NC1=C(O)C(=O)C(c2ccc(C3OC(N)=C(O)C3=O)cc2)O1 (stereo not drawn)	105	103	112	103	99	98	127	103
CN1C(=O)/C(=C/c2nc(-c3cccc(F)c3)n3ccccc23)c2ccccc21	79	81	73	45	79	71	.	58
C[C@]12CC[C@@H]3c4ccc(O)cc4CC[C@H]3[C@@H]1CC[C@@H]2NS(=O)(=O)c1cccc(C(F)(F)F)c1	.	.	65	39	70	66	.	61
COc1ccc(C2N(NC(=O)Nc3ccc(F)cc3)C(=O)c3ccccc3N2C)cc1 (stereo not drawn)	91	101	88	117	98	78	109	98
OCCCNc1oc(-c2ccccc2)nc1[P+](c1ccccc1)(c1ccccc1)c1ccccc1	14	18	10	30	-10*	-70*	-24*	-26*
CCOC(=O)C1=C(C)NC(SCc2nnc(-c3ccc(C)cc3)o2)=NC1c1ccc(F)cc1 (stereo not drawn)	94	94	93	83	98	83	63	100
Cc1cc2nc3c4ccccc4n(CCNCCN(C)C)c3nc2cc1C	73	45	-80*	20	-73*	-88*	11	-97*

Record cards (already shown):
OCCCNc1oc(-c2ccccc2)nc1[P+](c1ccccc1)(c1ccccc1)c1ccccc1 is listed with EKVX = 14; HOP-62 = 18; M14 = 10; A549/ATCC = 30; UACC-257 = -10*; UACC-62 = -70*; HOP-92 = -24*; MALME-3M = -26*
COc1ccc(C(=S)N2CCN(c3cccc(Cl)c3)CC2)cc1 is listed with EKVX = 93; HOP-62 = 98; M14 = 101; A549/ATCC = 92; UACC-257 = -2.5*; UACC-62 = 85; HOP-92 = 95; MALME-3M = 138

Screens (PubChem BioAssay)
